# EWS-Fli inh: blocks EWS/Fli oncoprotein-driven transcription | A673 NR0B1-luciferase reporter, viability-normalised | 0.67% of 350,000 active | AID 651661 | inhibition, % at 12.6 µM;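 active means mean inhibition of at least 50% after viability correction, with every replicate also passing that limit; inconclusive means mean reaches 50% but only one of two replicates passes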;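 further: firefly luciferase signal divided by Alamar Blue viability fluorescence both relative to DMSO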
# LGR2 inh: inhibitors of bursicon-induced Drosophila LGR2 receptor cAMP signaling; HEK293 LGR2, CRE-luciferase, bursicon-stimulated, 4 h; inhibition, % at 9.99 µM; 0.35% of 380,000 active;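 active means drop in luminescence signal, shown as inhibition above about 50% in the replicate tests, limit read from the data, passing the limit was not always enough; inconclusive means probably only some replicates passing the limit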;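 further: agonist challenge used bursicon conditioned medium at about half maximal strength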
# DENV2 CPE rescue: inhibitors of DENV2 cytopathic effect. CPE inhibition, % at 9.99 µM. DENV2-infected cells, cytopathic effect rescue, plate reader. 1.7% of 350,000 active; in the data active means CPE inhibition above about 20%, passing the limit was not always enough; inconclusive means no clear call, values can overlap the other calls; tested in BHK-21 cells;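 further: 0% = median of neutral control wells and 100% = median of positive control wells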
# PAX8 inh HTS: PAX8 transcriptional activity inhibition; RMG-I TPO-luciferase reporter, SteadyGlo, 24 h; inhibition, % at 12.6 µM; 1.2% of 360,000 active; AID 652154;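 active means mean replicate inhibition at least 60% with every replicate also reaching 60%; inconclusive means only one of the two criteria is met; inactive means mean below 60% and not all replicates reaching 60%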;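 further: luciferase light reporting Pax8 driven TPO promoter activity; plate controls were median of neutral control wells for no effect and mitoxantrone controls for full effect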
# SIRT5 block: sirtuin-5 (human) deacylase inhibition | 1.1% of 330,000 active | Purified SirT5, succinyl-peptide AMC, trypsin-coupled fluorescence | inhibition, % at 15 µM | AID 652115; in the data active means inhibition above about 15%; inconclusive means no clear call, values can overlap the other calls
# Target sequence (Q9NXA8 whole entry, looked up): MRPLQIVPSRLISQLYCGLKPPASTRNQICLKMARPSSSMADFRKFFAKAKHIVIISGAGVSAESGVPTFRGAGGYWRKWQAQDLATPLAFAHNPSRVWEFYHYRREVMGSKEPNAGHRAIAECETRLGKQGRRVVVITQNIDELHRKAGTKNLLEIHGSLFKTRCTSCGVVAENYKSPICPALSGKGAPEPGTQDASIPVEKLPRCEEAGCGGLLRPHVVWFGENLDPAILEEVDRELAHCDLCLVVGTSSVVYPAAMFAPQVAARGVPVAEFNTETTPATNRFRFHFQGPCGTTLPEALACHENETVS
# Casp6 inh: blocks human caspase-6 cleavage activity | 0.53% of 350,000 active | P55212 | purified caspase-6, Z-VEID-R110 cleavage fluorescence | inhibition, % at 12.5 µM;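 active means mean inhibition across replicates at least about 35%, with every replicate also reaching that limit, limit read from the data; inconclusive means only one of the two criteria met; inactive means neither criterion met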;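 further: 0% = median of neutral control wells and 100% = no fluorescence left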
# Target sequence (P55212 24-179 limits assumed): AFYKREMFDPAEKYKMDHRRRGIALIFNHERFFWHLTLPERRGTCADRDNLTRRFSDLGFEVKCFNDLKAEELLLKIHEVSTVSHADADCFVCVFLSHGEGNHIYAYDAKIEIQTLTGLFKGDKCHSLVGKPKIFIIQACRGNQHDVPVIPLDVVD
# Target sequence (P55212 194-293 limits assumed): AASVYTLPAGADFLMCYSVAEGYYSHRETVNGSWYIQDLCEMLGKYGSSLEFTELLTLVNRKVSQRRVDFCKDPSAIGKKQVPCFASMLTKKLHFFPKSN
# ARNT TACC3 PPI: ARNT/TACC3 interaction disruption; Q9Y6A5; AlphaScreen His-ARNT PAS-B/GST-TACC3 binding, luminescence; TACC3 fragment carries E629A point mutation; inhibition, % at 9.99 µM; 0.66% of 390,000 active;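 active means mean inhibition of replicates at least 50% and at least half of replicates each reaching 50%; inconclusive means half or more replicates reach 50% but mean below 50%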;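 further: 0% = complete ARNT plus TACC3 wells and 100% = ARNT alone without TACC3; many hits fall short of the cut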
# The depositor's hits bear a star; ? = inconclusive; nt = not tested or not shown.
SMILES,EWS-Fli inh,LGR2 inh,DENV2 CPE rescue,PAX8 inh HTS,SIRT5 block,Casp6 inh,ARNT TACC3 PPI
Cc1ccc(S(=O)(=O)N(C)C[C@@H]2Oc3ccc(NC(=O)Nc4cccc5ccccc45)cc3CC(=O)N([C@@H](C)CO)C[C@H]2C)cc1,-23.8,13.8,-5.5,nt,0.7,-0.1,14.6
CNC(=O)c1c(NC(=O)CCS(=O)(=O)c2ccc(F)cc2)sc(C)c1C,-5.1,-12.9,-7.5,6.4,-0.1,1.9,-13.6
CO[C@H]1CN(C)C(=O)c2ccc(NC(C)=O)cc2OC[C@H](C)N(C(=O)Cc2ccccn2)C[C@@H]1C,-1.4,0.8,-5.7,nt,-1.1,1.1,nt
O=C(O)C1Cc2ccccc2CN1C(=O)COc1ccc(Cl)cc1Cl (stereo not given),-1.4,-1.6,0.7,0.9,-4.7,18.9,-2.3
CC(C)Cn1c(-c2ccc(Br)o2)n[nH]c1=S,nt,26.5,nt,-12.5,nt,nt,-3.8
CS(=O)(=O)NCc1nnc(SCc2ccc(C(F)(F)F)cc2)o1,6.3,3.2,-6.7,9.5,-2.0,-2.7,-1.7
O=C(c1ccc(NS(=O)(=O)c2cccc(C(F)(F)F)c2)cc1)N1CCCC1,7.6,-19.6,2.4,-5.3,0.6,3.6,nt
C[C@H]1CN([C@@H](C)CO)C(=O)Cc2cc(NC(=O)C3CCCCC3)ccc2O[C@H]1CN(C)S(=O)(=O)c1ccccc1,23.7,-9.2,-10.3,nt,0.6,4.3,-3.8
N#CC1C(=O)NC(=O)C(C#N)C12CCCC(C(F)(F)F)C2 (stereo not given),7.2,2.6,-2.2,1.7,-0.4,0.0,-4.4
Fc1ccc(-n2cc(CNCCc3cccnc3)c(-c3ccccc3Cl)n2)cc1,19.0,5.9,nt,11.9,-2.1,-1.6,3.4
C[C@H](CO)N1C[C@H](C)[C@H](CN(C)C(=O)Nc2ccc3c(c2)OCO3)Oc2ccc(NC(=O)CCCCCC(=O)Nc3ccccc3N)cc2C1=O,-17.1,-1.5,48.0*,-3.1,nt,-1.3,nt
CCN(CC)C(=O)CSc1nc(COc2ccccc2)nc2ccccc12,7.4,33.4,-1.5,-21.5,0.1,2.2,-2.2
O=C(COc1ccc2ccccc2c1)NNC(=O)Nc1ccc(F)cc1F,nt,-4.9,-8.7,-14.0,-1.9,-0.5,-2.0
C[C@@H]1CCCCO[C@@H](CN(C)S(=O)(=O)c2ccc(F)cc2)[C@H](C)CN([C@@H](C)CO)C(=O)c2cc(NC(=O)Nc3cccc4ccccc34)ccc2O1,5.2,-1.5,-11.6,-0.4,1.6,-2.2,2.3
C[C@H]1CN([C@@H](C)CO)S(=O)(=O)c2ccc(C3=CCCCC3)cc2O[C@@H]1CN(C)C(=O)CC1CC1,-7.0,-6.8,0.8,nt,3.8,0.6,-1.0
COc1ccccc1S(=O)(=O)N(C)C[C@H]1Oc2ncc(-c3ccc(C)cc3)cc2C(=O)N([C@@H](C)CO)C[C@H]1C,4.9,-0.1,6.7,nt,2.0,0.8,4.4
CCOC(=O)[C@]12CCCC=C1N(Cc1ccc(Cl)cc1Cl)C(=O)[C@H](CC(=O)NCC1CCCCC1)C2,5.3,-15.0,-3.2,-27.7,-5.7,-1.8,nt
COc1cccc(C(=O)Oc2ccc3c(C)cc(=O)oc3c2C(C)=O)c1,nt,28.3,nt,2.7,nt,nt,1.0
CCc1ccc(C2CC(c3ccccc3)Nc3nc(N)nn32)cc1 (stereo not given),-11.0,-3.8,-4.8,-3.4,nt,10.6,-5.3
Cc1ccc(S(=O)(=O)CCC(=O)OCc2ccc(S(=O)(=O)C(C)C)cc2)cc1,-3.3,-12.6,9.0,13.5,-2.5,-1.1,4.8
Nc1nc2ccccc2n1CCOc1ccc(Cl)cc1,15.7,-9.9,3.2,7.8,-2.6,-1.2,-5.9
CCC(C)NC(=O)CC1Oc2ccc(Cl)cc2NC1=O (stereo not given),-1.0,-1.6,-3.5,12.0,-2.4,-1.7,nt
COc1ccc(C(=O)Nc2ncc3c(n2)CC(C)CC3=O)cc1 (stereo not given),-19.5,2.6,nt,-15.5,-0.6,-0.5,-18.7
COCC(=O)N1C[C@@H](C)[C@H](OC)CN(C)C(=O)c2ccc(NC(=O)c3ccccc3)cc2OC[C@@H]1C,-1.3,8.3,-2.1,nt,3.1,5.4,-2.7
CC(OC(=O)C1CCCCC1)C(=O)Nc1cccc(Cl)c1 (stereo not given),5.8,0.3,2.4,13.9,2.3,-4.7,-8.6
# The list goes on.
SMILES,EWS-Fli inh,LGR2 inh,DENV2 CPE rescue,PAX8 inh HTS,SIRT5 block,Casp6 inh,ARNT TACC3 PPI
O=C(c1cc(COc2ccc(F)cc2Cl)on1)N1CC[C@@H]2CCCC[C@H]2C1,nt,2.0,3.4,-5.1,33.7*,-2.9,-0.7
COc1ccc(C(=O)N2CCOC2CNC(=O)C(=O)NCCc2ccccc2OC)cc1 (stereo not given),1.6,2.3,?,13.4,-4.7,1.9,-4.8
COc1ccc(CNC(=O)CSc2ncnc3ccccc23)cc1OC,4.4,1.2,-3.4,37.1,-0.8,-2.4,-3.7
C[C@H]1CCCCO[C@@H](CN(C)Cc2ccccc2)[C@@H](C)CN([C@@H](C)CO)C(=O)c2cc(NS(C)(=O)=O)ccc2O1,-7.7,-13.7,-1.0,-3.7,2.2,-0.8,-14.6
O=C(CCc1ccccc1)N1CCN(C(=O)CCc2ccccc2)CC1,2.5,-1.4,9.6,nt,5.3,-0.4,-8.8
O=C(COC(=O)C1CC(=O)N(Cc2ccco2)C1)Nc1ccc(F)cc1F (stereo not given),-0.1,-2.7,74.2*,1.5,-1.0,6.2,nt
C[C@H](CO)N1C[C@H](C)[C@H](CN(C)C(=O)Nc2ccc3c(c2)OCO3)Oc2ccc(NS(C)(=O)=O)cc2CC1=O,-4.6,20.5,0.6,-5.6,nt,nt,-1.0
CC(=O)C(C)Oc1ccc(Cc2ncc(C(F)(F)F)cc2Cl)cc1 (stereo not given),-0.9,8.3,-0.1,-1.1,1.1,1.8,3.2
COc1ccc(C(=O)NN)cc1,-6.3,-4.6,-3.8,-12.5,1.3,-2.0,1.9
COc1ccc(-c2ccc(SCC(=O)c3cccs3)nn2)cc1OC,-0.7,-15.8,-3.3,-15.5,0.7,3.6,-3.1
COc1cccc(C(=O)NCCSc2c(C)[nH]c3ccccc23)c1OC,12.2,2.3,0.9,22.5,2.7,-1.2,0.1
COCCNC(=O)[C@@H]1[C@@H](CO)[C@@H]2Cn3c(cccc3=O)[C@@H]2N1Cc1ccccc1OC,6.7,13.9,?,nt,-1.7,nt,nt
Cc1ccc(Cl)c(NC(=O)COC(=O)c2ccccc2C(=O)c2ccc(Cl)c([N+](=O)[O-])c2)c1Cl,nt,-0.7,nt,16.3,nt,nt,-4.4
CC(C)NC(=O)N(C)C[C@H]1Oc2ccc(NC(=O)Nc3ccc4c(c3)OCO4)cc2CC(=O)N([C@H](C)CO)C[C@H]1C,2.7,-5.3,-8.2,nt,-0.5,-0.4,-6.8
CN1CCN(c2oc(-c3ccccc3)nc2S(=O)(=O)c2ccccc2)CC1,7.1,14.8,1.4,-0.5,-4.8,0.2,-9.2
COC(=O)c1sc(Nc2ccccc2)nc1C,-89.9,-38.3,0.7,nt,-0.1,-0.6,-2.4
CCOCCCN(C(=O)Cn1nnc(-c2ccc(C)o2)n1)C(C(=O)NC1CCCC1)c1ccco1 (stereo not given),-2.9,-24.4,-2.8,1.4,3.0,-0.4,2.7
C[C@@H]1CN([C@@H](C)CO)C(=O)Cc2cc(NC(=O)CCC(F)(F)F)ccc2O[C@@H]1CN(C)Cc1ccc(-c2ccccc2)cc1,8.9,3.1,6.9,-10.1,3.2,3.4,-5.9
COCCCNC(=O)CN(C1CCCCC1)S(=O)(=O)c1ccc(C)cc1,5.7,5.6,3.1,nt,-0.7,-1.6,3.4
O=C(NCc1cccc(Cl)c1)c1ccc(-n2cncn2)c2ccoc12,-8.3,-19.9,13.0,-3.5,-2.5,3.3,nt
O=C1CCN(S(=O)(=O)c2ccccc2)CCN1CCOCc1cccc(F)c1,-1.2,6.3,-12.9,-10.4,nt,-3.8,-5.0
Cc1ccc(CN(C)C[C@H]2OCc3cnnn3CCCC(=O)N([C@H](C)CO)C[C@H]2C)cc1,-2.1,3.0,-0.3,nt,0.1,-1.7,-6.9
Cc1ccc(CSc2nnc(-c3ccccn3)n2Cc2cccs2)cc1,-0.8,2.5,-3.4,31.7,-1.1,-1.8,nt
COc1cc2c(cc1OC)CN(C(=O)/C=C/c1cccs1)CC2,?,nt,-7.0,8.7,-1.0,19.5,4.4
CCOC(=O)Cc1csc(NC(=O)/C=C\c2ccccc2Cl)n1,21.5,-12.8,-1.5,-31.1,-0.9,3.2,nt

# 4 of these compounds, set out differently.
canonical_smiles	EWS-Fli inh	LGR2 inh	DENV2 CPE rescue	PAX8 inh HTS	SIRT5 block	Casp6 inh	ARNT TACC3 PPI
CN1CCN(c2oc(-c3ccccc3)nc2S(=O)(=O)c2ccccc2)CC1	7.1	14.8	1.4	-0.5	-4.8	0.2	-9.2
Cc1ccc(CSc2nnc(-c3ccccn3)n2Cc2cccs2)cc1	-0.8	2.5	-3.4	31.7	-1.1	-1.8	nt
O=C(COC(=O)C1CC(=O)N(Cc2ccco2)C1)Nc1ccc(F)cc1F (stereo not given)	-0.1	-2.7	74.2*	1.5	-1.0	6.2	nt
Cc1ccc(Cl)c(NC(=O)COC(=O)c2ccccc2C(=O)c2ccc(Cl)c([N+](=O)[O-])c2)c1Cl	nt	-0.7	nt	16.3	nt	nt	-4.4

# The results go on:
SMILES,EWS-Fli inh,LGR2 inh,DENV2 CPE rescue,PAX8 inh HTS,SIRT5 block,Casp6 inh,ARNT TACC3 PPI
CC(/C=N/Nc1nncc(=O)[nH]1)=C\c1ccccc1,-9.4,-13.3,nt,36.8,-1.8,0.5,-2.5
COc1cccc(CC(=O)OCc2csc(CC(=O)Nc3ccccc3C)n2)c1,-3.6,1.2,-5.5,4.4,-1.9,-1.0,-8.0
CSCCCNC(=S)Nc1ccc(N2CCOCC2)cc1,1.1,-15.0,-2.6,0.7,-5.5,0.0,-34.8
O=C(COc1ccc(Br)cc1)NCCNC(=O)c1cccnc1,-15.2,-6.2,-2.8,12.7,-0.1,0.7,-3.8
Cc1ccc(S(=O)(=O)N[C@H]2CC[C@@H](CC(=O)NCCc3ccncc3)O[C@H]2CO)cc1,6.1,3.7,2.2,-1.8,-0.4,0.2,nt
Cc1noc(C)c1S(=O)(=O)Nc1ccc2c(c1)CC(=O)N([C@@H](C)CO)C[C@@H](C)[C@@H](CN(C)Cc1ccc3c(c1)OCO3)O2,0.3,-0.7,2.6,-19.3,0.9,-3.5,27.5
Cc1nn(S(=O)(=O)N2CCOCC2)c(C)c1Br,0.5,nt,8.6,15.3,-1.5,-2.1,-12.4
OCCN(/C=N/c1nc(-c2ccc(Br)cc2)cs1)CCO,-61.7,-101.2,-9.3,nt,3.9,0.4,-13.0
C[C@@H]1CN([C@H](C)CO)S(=O)(=O)c2ccc(C#CC3(O)CCCC3)cc2O[C@H]1CN(C)C(=O)Nc1ccccc1,0.4,15.9,-15.5,nt,4.7,0.5,1.4
Cc1cccc(OCC(=O)NC(=S)N2CCCc3ccccc32)c1,-5.2,-21.8,-3.7,nt,-2.0,1.8,15.1
CC(C)Oc1ccc(C(=O)/C=C2/C(=O)Nc3ccccc32)cc1,8.0,-8.0,4.2,19.0,-0.4,-4.6,nt
COc1ccc(CCNC(=O)c2ccc(CNS(=O)(=O)c3cccc(Cl)c3)cc2)cc1OC,nt,7.9,nt,19.5,nt,nt,6.2
O=C(Cc1nn[nH]n1)Nc1cc(Cl)cc(Cl)c1,1.1,-3.6,-1.8,0.9,3.5,-3.3,10.3
CN1C(=O)c2cc(NC(=O)Nc3ccccc3F)ccc2OC[C@@H]2O[C@@H](CC(=O)O)CC[C@H]21,1.0,-5.1,8.1,-16.7,nt,nt,-0.6

# Screens: PubChem, Broad Institute
